# hERG WT inh: blocks the wildtype human KCNH2 potassium channel | activity change, % at 1.84 µM | AID 720551 | 340,000 tested, 0.37% active | Q12809 | U2OS, BacMam KCNH2, thallium flux FluxOr; stronger effect = lower value;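 active = maximum activity change below -70%; inconclusive = maximum activity change between -70% and -50%; inactive = maximum activity change above -50%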
# Target sequence (Q12809 whole entry, looked up): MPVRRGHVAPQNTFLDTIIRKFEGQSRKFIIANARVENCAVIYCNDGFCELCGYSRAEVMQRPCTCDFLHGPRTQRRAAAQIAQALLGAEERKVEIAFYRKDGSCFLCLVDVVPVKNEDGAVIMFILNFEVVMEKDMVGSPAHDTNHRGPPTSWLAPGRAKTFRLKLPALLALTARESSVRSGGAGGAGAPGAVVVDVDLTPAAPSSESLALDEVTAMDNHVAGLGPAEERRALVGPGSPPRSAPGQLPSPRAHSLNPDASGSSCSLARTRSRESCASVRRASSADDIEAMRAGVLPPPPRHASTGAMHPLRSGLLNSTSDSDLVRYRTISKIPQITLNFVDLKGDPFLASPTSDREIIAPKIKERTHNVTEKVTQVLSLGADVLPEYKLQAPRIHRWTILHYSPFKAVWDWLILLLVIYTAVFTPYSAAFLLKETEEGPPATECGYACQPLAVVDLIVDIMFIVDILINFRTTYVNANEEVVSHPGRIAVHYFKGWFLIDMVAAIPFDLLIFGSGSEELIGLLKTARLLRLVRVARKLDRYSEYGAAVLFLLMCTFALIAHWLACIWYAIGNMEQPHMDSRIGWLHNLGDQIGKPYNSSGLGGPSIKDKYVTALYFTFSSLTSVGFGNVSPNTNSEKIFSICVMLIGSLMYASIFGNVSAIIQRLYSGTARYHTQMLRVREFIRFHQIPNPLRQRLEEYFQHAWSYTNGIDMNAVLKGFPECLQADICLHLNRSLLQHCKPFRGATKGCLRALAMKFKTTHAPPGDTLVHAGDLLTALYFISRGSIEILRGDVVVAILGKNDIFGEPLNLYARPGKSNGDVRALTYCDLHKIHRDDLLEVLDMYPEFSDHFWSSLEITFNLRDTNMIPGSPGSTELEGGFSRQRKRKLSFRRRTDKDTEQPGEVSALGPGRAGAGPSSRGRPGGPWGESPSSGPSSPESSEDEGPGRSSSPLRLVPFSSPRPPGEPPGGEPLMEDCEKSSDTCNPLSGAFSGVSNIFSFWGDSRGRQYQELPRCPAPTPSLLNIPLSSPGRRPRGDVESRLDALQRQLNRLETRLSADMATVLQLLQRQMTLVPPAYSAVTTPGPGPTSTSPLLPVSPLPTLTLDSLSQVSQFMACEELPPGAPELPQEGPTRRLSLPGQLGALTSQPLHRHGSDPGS
#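 U2OS cells transduced with wild-type KCNH2 virus are loaded with FluxOr dye for 45 min, and thallium flux is measured in kinetic reads before and after stimulation buffer. Rate constants are normalized to DMSO controls.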
# KCNH2 3.1 inh: blocks the human KCNH2 3.1 channel isoform; AID 720553; U2OS KCNH2 3.1, thallium flux FluxOr; stronger effect = lower value; activity change, % (tested at about 1.8 µM); 340,000 tested, 0.95% active;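 active = maximum activity change below -70%; inconclusive = maximum activity change from -70% to -50%; inactive = maximum activity change above -50%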;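 note: thallium influx rate constant from kinetic fluorescence after stimulation buffer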
#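 U2OS cells transduced with KCNH2 3.1 mutant virus (1.77 x 10^8 /mL, 4 h), plated overnight at 37 C, loaded 45 min with FluxOr dye plus Red40 quencher. Thallium flux rate constant from kinetic reads after stimulation buffer, normalised to controls.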
# uPA surface inh: inhibitors of cell surface uPA generation. cell surface uPA generation assay, qHTS. Potency, µM (series often up to 38.3 µM), for inactives: at the top dose activity change, negative = inhibition, actives largely listed as inhibitors. 330,000 tested, 0.31% active; active = well fitted inhibition curve with a large enough effect; inconclusive = small, poorly fitted or top-dose-only effect; inactive = no such curve, though single readings can be large or run the other way; tested in mouse RAW 264.7 cells; note: potency is the fitted concentration of half-maximal effect; nearly all actives have a fitted effect of over 55% in size
# GALK inhibitor: inhibitors of human galactokinase | P51570 | Purified GALK, Kinase-Glo residual ATP luminescence | Potency, µM (doses to about 57.5 µM), inactives show top-dose activity change, negative = inhibition, usual class: inhibitors | 270,000 tested, 0.007% active; note: potency is the fitted concentration of half-maximal effect
#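 Quantitative HTS: GALK 5 nM, ATP 35 uM, galactose 100 uM, 1 h room temperature, then luciferase-based ATP detection.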
# Chronic BCR inh: inhibitors of chronic active B-cell receptor signaling; ABC-DLBCL IkBa-CBG/CBR reporter, luminescence ratio, 4 h; Potency, µM (highest dose often 46.1 µM), without a hit: top-dose ratio change, negative = lower green/red ratio, most hits filed as inhibitors; 340,000 tested, 0.05% active; active = well fitted inhibition curve with a large enough effect in the signal ratio, with a control signal flat, not every such curve was filed as active; inconclusive = small, poorly fitted or top-dose-only effect, or effect the other way, or a change in a side signal; the % refers to the signal ratio;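 note: potency is the fitted concentration of half-maximal effect; plate controls were basal doxycycline-induced cells for no effect and cells given 10 µM MG132 for full effect; MG132 reads +100%, hits lower the ratio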
#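 Concentration-response series (up to 46 uM) were applied to TMD8 dual-reporter cells for 4 h at 37C with doxycycline. Green/red ratio, after filter-overlap correction, defined %Activity; red signal alone was normalised to basal cells and zero luminescence.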
# Eya2 phos inh: inhibitors of human Eya2 phosphatase activity. O00167. recombinant Eya2, OMFP fluorescence dephosphorylation (OMFP is methylfluorescein phosphate). Potency, µM (top dose mostly 76.9 µM), for inactives: at the top dose activity, negative = inhibition, hits mostly inhibitors. 330,000 tested, 0.006% active. AID 488837; note: potency is the fitted concentration of half-maximal effect
#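 Eya2 (0.2 uM) preincubated 10 min at ambient with compound, then OMFP substrate added at 50 uM; 10 min reaction in 50 mM HEPES pH 7.5, 50 mM NaCl, 5 uM MgCl2, 0.05% BSA, 1 mM DTT. Fluorescence read at Ex 485/Em 525 nm.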
# PKM2 activator: PKM2 (human) enzyme activation | P14618 | AID 1631 | Potency, µM (top dose mostly 57.5 µM), for inactives: at the highest dose activation, most hits filed as activators | 260,000 tested, 0.34% active | purified PKM2, Kinase-Glo ATP luminescence, activation; response scale: 0% is enzyme alone, no compound; note: potency is the fitted concentration of half-maximal effect; nearly all actives have a fitted effect of over 55% in size
#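 Purified hPK-M2 (>95% pure) converted ADP (0.1 mM final) to ATP with 0.5 mM PEP in 50 mM imidazole pH7.2, KCl, MgCl2, Tween 20, BSA; 1 h at room temperature. ATP detected by Kinase-Glo luminescence.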
# Giardia kill: Giardia lamblia killing; Giardia lamblia trophozoite viability; activity change, % at 7.66 µM, hits read low; 340,000 tested, 0.15% active; AID 540267; in the data active = activity change below about -80%; inconclusive = between about -30% and that limit;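 note: parasites exposed to compound for two days anaerobically before the ATP read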
#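 Viability, read as ATP luminescence: trophozoites at 100 cells/well, compound added, 48 hrs anaerobic at 37 deg C, then 15-30 min room-temperature development before reading.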
# B2AR arrestin: recruits beta-arrestin to the human beta2-adrenergic receptor | beta-arrestin recruitment to beta2AR, cell-based reporter | Potency, µM (doses to about 46.1 µM), for the others: at the highest dose activation, actives largely listed as activators | 330,000 tested, 0.02% active | AID 492947;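 note: potency is the fitted concentration of half-maximal effect; 0% = DMSO controls and full agonism = EC100 isoproterenol or metaproterenol; nearly all actives have a fitted effect of over 65% in size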
# USP2a inh: blocks human ubiquitin-specific protease USP2a | O75604 | USP2 core, Ub-CHOP2 coupled fluorogenic reporter, 485/531 | Potency, µM (doses to about 38.3 µM), for the others: at the top dose activity change, negative = inhibition, hits mostly inhibitors | 330,000 tested, 0.01% active;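 note: potency is the fitted concentration of half-maximal effect; plate controls were DMSO wells for no effect and full inhibition by NEM control for full effect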
#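 Deubiquitinase activity read as fluorescence (485/531 nm) after Ub-CHOP2 cleavage activates the enterokinase reporter on its substrate; USP2 core 10nM, Ub-CHOP2 and substrate 25nM each, 30min compound preincubation then 60min RT; data normalized to NEM, curves fitted.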
# Coupling enz: inhibits coupling enzyme system, counter-screen for aldolase hits | coupling enzyme system counterscreen, AmpLite Red fluorescence | activity change, negative = inhibition, % at 58.2 µM, hits read low | 290,000 tested, 0.67% active | AID 2472; in the data active = activity change below about -30%
#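 Activity here indicates interference with the coupling reaction, not aldolase inhibition. Compounds at 57.5 uM final met coupling enzymes for 10 min at RT; substrate and AmpLite Red detection followed, with a 525/598 nm fluorescence read after 20 min.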
# The depositor's hits bear a star; ? = inconclusive; / = not tested or not shown; [ ] = another dose, or the depositor's remark. Unless noted, calls come from the whole dose curve; as a rule, active = well fitted curve in the direction sought with a large enough effect; inconclusive = small, poorly fitted or top-dose-only effect, or another doubt; inactive = no such curve, though single readings can be large; an effect the other way counts as inactive or inconclusive. Unless noted, % is set by controls: 0 for no effect and ±100 for the full control effect. Compounds were not picked by outcome; overall some 2.4% were active at least once.
SMILES,hERG WT inh,KCNH2 3.1 inh,uPA surface inh,GALK inhibitor,Chronic BCR inh,Eya2 phos inh,PKM2 activator,Giardia kill,B2AR arrestin,USP2a inh,Coupling enz
N#CC1(NC(=O)CN2C(=O)NC(Cc3c[nH]c4ccccc34)C2=O)CCCCC1 (configuration not stated),0,26,6%,/,0%,5%,/,-5,-0.3%,1%,/
CCc1ccccc1OCC(=O)Nc1cccc(S(=O)(=O)N2CCCC2)c1,6,2,-17%,/,?,-17%,/,19,-0.3%,-8%,/
O=C(CCN1CCOCC1)Nc1ccc(F)cc1,-2,6,6%,0%,-1%,-6%,3%,-28,-1.0%,-1%,0
Cc1cc2cc(C#N)c(N3CCOCC3)nc2cc1Cl,-5,0,-5%,-2%,3%,5%,/,-1,-0.9%,-1%,3
Fc1cccc(Cl)c1CN1CCN(c2nc3ccccc3s2)CC1,8,3,-5%,-1%,?,5%,/,-18,-1.2%,2%,0
Cc1cccc(NC(=O)CCOc2ccccc2)c1,-1,-4,1%,6%,?,-3%,1%,-6,-1.4%,4%,-1
Cc1nc2ccccc2nc1N/N=C/c1ccc(O)cc1,-40,13,?,-2%,?,-1%,-8%,0,-0.1%,-1%,-1
Cc1cc(C)n2c(nc3ccccc32)c1C(=O)NCc1ccccc1,/,-13,-5%,4%,6%,17%,3%,-1,0.3%,0%,3
CC(=O)c1cccc(NC(=O)C(C)OC(=O)C2=NNC(=O)CC2)c1 (configuration not stated),21,-4,2%,/,2%,-15%,/,-1,-0.1%,3%,/
CC1CCCC(C)N1C(=O)COC(=O)c1ccccc1O (configuration not stated),4,5,2%,/,?,5%,/,21,-0.6%,0%,/
CC(=O)c1ccc(Nc2nc(=O)c3cccnc3s2)cc1,2,15,-14%,2%,/,/,-1%,6,/,/,3
CCc1c(C)sc(NC(=O)c2noc(C)c2[N+](=O)[O-])c1C#N,-9,9,-7%,-1%,3%,-18%,6%,4,0.0%,2%,-5
CC(C)CN1CCC(C(=O)NCC2CCCO2)CC1 (configuration not stated),10,0,-2%,-2%,8%,-11%,-2%,-12,0.1%,5%,0
CN(C)[C@@H](CO)c1nnc([C@H](Cc2ccc(O)cc2)NC(=O)C2CCNCC2)o1,-1,3,11%,-3%,3%,16%,0%,-24,0.5%,8%,3
Cc1cc(-n2c(C)cc(C(=O)CCl)c2C)no1,1,-25,-19%,-4%,?,0%,1%,29,-0.4%,0%,1
CCOCc1nnc(NC(=O)CSCc2ccccc2)s1,10,-5,-1%,3%,-1%,15%,-3%,-4,-0.8%,0%,3
N#Cc1c(NC(=O)CCCl)sc2c1CCCCC2,-4,0,-19%,-7%,4%,2%,4%,-7,0.0%,-1%,2
CC(C)(C)C(=O)NC1CCN(S(=O)(=O)c2cccc(C(F)(F)F)c2)CC1,-7,-6,4%,3%,8%,12%,0%,-11,-0.6%,0%,1
Cn1cnc2c1c(=O)n(Cc1ccc(Cl)cc1Cl)c(=O)n2C,-1,-4,-16%,4%,-7%,2%,14%,-14,0.5%,-1%,4
Cc1cc2c(cc1S(=O)(=O)N(C)Cc1ccccc1)OCC(=O)N2,7,5,-2%,/,-3%,-5%,3%,-6,0.2%,2%,0
N#Cc1c(/N=C/c2ccccc2)oc(-c2ccccc2)c1-c1ccccc1,23,0,-2%,-2%,?,4%,5%,4,-0.6%,-1%,-11
COc1cc(C(=O)Nc2cccc(-c3nc4cc(C)cc(C)c4o3)c2)cc(OC)c1OC,-13,7,8%,-3%,4%,-25%,-2%,8,0.0%,-1%,1
CC(=O)c1cccc(NC(=O)N2C3CCC2CC(NC(=O)Nc2ccccc2)C3)c1 (configuration not stated),/,1,10%,6%,2%,-1%,0%,37[activator],0.0%,-5%,1
COC(=O)c1c(NC(=O)CSc2nnnn2C)sc(C)c1C,-5,17,-20%,-2%,-23%,-2%,-1%,-7,-0.2%,1%,0
O=C(CN1C(=O)C(=O)N(Cc2ccccc2)C1=O)c1ccc[nH]1,-2,-32,0%,/,3%,2%,/,1,-0.3%,0%,/

# Next results follow.
SMILES,hERG WT inh,KCNH2 3.1 inh,uPA surface inh,GALK inhibitor,Chronic BCR inh,Eya2 phos inh,PKM2 activator,Giardia kill,B2AR arrestin,USP2a inh,Coupling enz
Cc1ccccc1NC(=O)CN1C(=O)N/C(=C\c2cccn2-c2cccc(C(=O)O)c2)C1=O,0,-21,3%,5%,11%,-2%,19%,-4,-0.1%,-1%,7
CSc1nnc(NC(=O)c2cc3ccccc3oc2=O)s1,-16,-2,13%,0%,-19%,-2%,3%,12,0.2%,4%,1
Cc1ccc(S(=O)(=O)c2nc(Cc3ccccc3)oc2N2CCOCC2)cc1,4,-1,-1%,/,4%,-6%,/,9,0.3%,0%,/
NC(=O)C(c1ncc(C(F)(F)F)cc1Cl)c1c(Cl)cccc1Cl (configuration not stated),-9,2,2%,-2%,18%,4%,-11%,-11,-0.2%,1%,-1
Nc1ccc(C#Cc2ccc3c(=O)c4ccccc4oc3c2)cc1,-6,1,1.3µM*,/,-12%,1%,-5%,5,0.4%,3%,0
COc1ccc(Cc2nnc(N)s2)cc1OC,-9,6,-2%,-4%,-23%,3%,-11%,7,-0.2%,0%,1
CCOc1ccc(Br)cc1C(=O)Nc1ccc(C(=O)NCC(C)C)cc1,-14,-24,11%,/,?,6%,-22%,-5,-0.5%,3%,6
COc1ccccc1C(NC(C)=O)c1cc(Cl)c2cccnc2c1O (configuration not stated),3,-4,-6%,-4%,?,5%,/,7,0.4%,3%,-1
Cc1cnc(C(=O)Nc2ccc(C(=O)N3CCCCC3)cc2)cn1,-6,-3,1%,-1%,-1%,-17%,4%,-7,0.3%,0%,7
O=C(NCc1cccs1)C1CCCN(C(=O)Nc2ccc(F)cc2)C1 (configuration not stated),11,1,6%,4%,0%,-4%,-3%,6,-0.2%,1%,0
COc1ccc(CNS(=O)(=O)c2ccc3oc(C(=O)O)c(C)c3c2)cc1,-19,1,/,1%,0%,-3%,-8%,1,-0.2%,-7%,5
COC(=O)[C@]1(C)N[C@H](CN(C)C(=O)c2ccc(C(C)(C)C)cc2)[C@@H]2C(=O)N(Cc3ccccc3)C(=O)[C@@H]21,-1,-28,1%,/,5%,7%,/,-23,-0.8%,-1%,/
CC(NC(=O)c1ccc(Br)o1)c1ccc(-n2ccnc2)cc1 (configuration not stated),2,19,4%,/,-1%,5%,/,3,0.6%,2%,/
C=C1CCC[C@]2(C)C[C@H]3OC(=O)C(CN(Cc4ccc(OC)c(OC)c4)CC(C)O)[C@H]3CC12 (some centres not stated),2,-15,?,/,?,-3%,/,-13,-0.2%,2%,3
CSc1ccccc1NC(=O)C1CCCN(S(C)(=O)=O)C1 (configuration not stated),2,-7,-2%,-2%,0%,-2%,1%,1,-0.1%,0%,1
O=C(COc1coc(CN2CCCc3ccccc32)cc1=O)Nc1ccccc1,-44,5,2%,/,-1%,24%,/,1,0.2%,3%,/
CCCCSc1nnc(CSc2ncccn2)n1C,-4,5,3%,-1%,6%,6%,0%,-1,0.4%,6%,0
COC(=O)c1ccccc1COn1c(=O)c[n+]([O-])c2ccccc21,3,7,-6%,-1%,1%,4%,2%,-6,-0.2%,1%,-8
COC(=O)c1cnc[nH]1,4,22,-33%,/,-8%,6%,-1%,-15,0.1%,-1%,-2
CC[C@]12c3[nH]c4ccccc4c3CCN1C(=O)C(CC(=O)NCCc1ccccn1)C[C@@H]2C(=O)N1CCN(C(=O)c2ccco2)CC1 (some centres not stated),6,7,11%,/,11%,?,/,?,3.0%,9%,/
CC(c1ccco1)N(C(=O)c1cccc(Br)c1)c1ccccn1 (configuration not stated),6,-2,5%,1%,15%,0%,3%,-18,-0.4%,1%,-1
CCc1ccc(Nc2nc3ccccc3c(=O)s2)cc1,0,-6,4%,1%,-5%,-6%,-15%,16,0.4%,4%,4
Cc1ccc(/C=C/C(=O)OC(C)C(=O)Nc2ccc(Cl)cn2)o1 (configuration not stated),-1,3,4%,0%,-14%,-4%,17%,-18,-1.0%,-4%,-1
O=C1N[C@@H](Cc2ccccc2)COC(=O)[C@H](Cc2ccc(F)cc2)CC/C=C/C[C@H]1CC(=O)N(CCO)Cc1ccccc1,6,-17,?,/,2%,-32%,/,-22,-0.8%,-8%,/
Cc1ccc(OCCC(=O)Nc2ccc(S(=O)(=O)Nc3nccs3)cc2)cc1,4,-32,-16%,/,-4%,1%,/,17,-0.3%,-2%,/
O=C(c1cccc(Cl)c1)N1CCN(Cc2ccncc2)CC1,1,1,-3%,0%,-5%,3%,-2%,-12,-0.2%,-3%,-3
O=C(C1=C(O)C(=O)N(Cc2cccnc2)C1c1cccc(Oc2ccccc2)c1)c1ccco1 (configuration not stated),-19,4,2%,/,6%,3%,/,14,-0.2%,2%,/

# Screens deposited in PubChem by National Center for Advancing Translational Sciences (NCATS).
